Compound activity: PubChem BioAssay, several laboratories
Calpain2 inh – calpain II (pig) inhibition; purified calpain II, fluorogenic peptide substrate, 30 min; inhibition, % at 16 µM; hit rate 0.37% among 220,000;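 active = inhibition above about 50%, limit read from the data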
thrombin 1536 – blocks human thrombin protease activity | hit rate 0.26% among 220,000 | alpha-thrombin, Boc-VPR-AMC fluorogenic substrate cleavage | inhibition, % at 5 µM | P00734;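 active = inhibition at or above 40%; inactive = inhibition below 40%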;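 also: 0% = enzyme with no compound and 100% = wells without enzyme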
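Test system: human alpha-thrombin; medium: pH 7.5 Tris-saline with Tween 20; times: reaction at room temperature; signal: AMC fluorescence at 355 nm excitation and 460 nm emission; also added: Boc-VPR-AMC substrate, 15 µM final; dosing: one concentration per compound, 5 µM, with 0.2% DMSO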
Tb hexokinase – T. brucei hexokinase 1 inhibition. recombinant TbHK1, G6PDH-coupled NADH A340. inhibition, % at 10 µM. hit rate 0.11% among 220,000. AID 1430;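 active = inhibition of 50% or more in the single-dose primary screen; inactive = inhibition below 50%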
Cl transport mod – modulators of human KCC2 chloride dependent transport | Q9H2X9 | KCC2 cells, thallium flux FluoZin-2 fluorescence | B-score of Tl+ flux slope (higher = more flux/activation; lower = inhibition) at 10 µM | hit rate 2.2% among 190,000 | AID 1456;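 active = thallium flux slope and its plate-corrected score both differing from the plate sample mean at a set confidence after two filtering rounds, in either direction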;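 also: slope of fluorescence scaled to starting intensity during 10 to 20 s after thallium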
TRPN1 ag – agonists of zebrafish TRPN1 channel | HEK293 zebrafish TRPN1-YFP, Fluo-8 calcium fluorescence; 100% = response to 87 µM carbachol | activation, % at 3 µM | hit rate 0.18% among 220,000;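 active = activation above its plate's cutoff, the mean activation of test wells on that plate plus 3 SD, cut at about 19% in these data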;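 also: 0% = DMSO alone and 100% = 87 µM carbachol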
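Material – zebrafish TRPN1-YFP in HEK293 cells · Doses – 3 µM single point · Schedule – dye 1 h 37 °C plus 30 min RT · Signal – Fluo-8 calcium fluorescence, excitation 470-495 nm, emission 515-575 nm · Read-out – % activation versus carbachol response · Control set – carbachol high, DMSO low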
PPC-1+TRAIL kill – compounds killing PPC-1 cancer cells with TRAIL present (potentiator screen, no TRAIL-free arm). PPC-1 cells + TRAIL, ATPLite viability luminescence. cell killing (% activity), % at 4 µM. hit rate 0.41% among 220,000;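 active = cell killing above 50% in the first pass at 4 µM, then a duplicate retest at 5 µM averaging 50% or more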;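 also: plate controls were cells with TRAIL plus DMSO for no effect and medium-only wells lacking cells for full effect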
TRPML3 ag – agonists of human TRPML3 channel | HEK293 TRPML3-YFP, Fluo-8 calcium fluorescence; 100% = the carbachol control signal | activation, % at 3 µM | AID 1448 | hit rate 0.29% among 220,000;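 active = activation above its plate's cutoff, the mean activation of the plate's test wells plus 3 SD, cut at about 12% in these data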;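 also: 0% = DMSO only wells and 100% = carbachol wells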
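Test system: HEK293 cells stably carrying human TRPML3-YFP; Doses: single dose, 3 µM final nominal compound, 0.3% DMSO final; Schedule: dye loading 1 h 37 °C then 30 min ambient, 125 s read; Technique: Fluo-8 calcium fluorescence; Benchmarks: high control carbachol 87 µM, low control DMSO.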
Furin inhibitor – inhibitors of human furin; purified furin, fluorogenic substrate cleavage; inhibition, % at 30 µM; hit rate 0.061% among 220,000; in the data active = inhibition above about 25%; also: inactives centre near -15
Target sequence (P09958 108-714 limits assumed): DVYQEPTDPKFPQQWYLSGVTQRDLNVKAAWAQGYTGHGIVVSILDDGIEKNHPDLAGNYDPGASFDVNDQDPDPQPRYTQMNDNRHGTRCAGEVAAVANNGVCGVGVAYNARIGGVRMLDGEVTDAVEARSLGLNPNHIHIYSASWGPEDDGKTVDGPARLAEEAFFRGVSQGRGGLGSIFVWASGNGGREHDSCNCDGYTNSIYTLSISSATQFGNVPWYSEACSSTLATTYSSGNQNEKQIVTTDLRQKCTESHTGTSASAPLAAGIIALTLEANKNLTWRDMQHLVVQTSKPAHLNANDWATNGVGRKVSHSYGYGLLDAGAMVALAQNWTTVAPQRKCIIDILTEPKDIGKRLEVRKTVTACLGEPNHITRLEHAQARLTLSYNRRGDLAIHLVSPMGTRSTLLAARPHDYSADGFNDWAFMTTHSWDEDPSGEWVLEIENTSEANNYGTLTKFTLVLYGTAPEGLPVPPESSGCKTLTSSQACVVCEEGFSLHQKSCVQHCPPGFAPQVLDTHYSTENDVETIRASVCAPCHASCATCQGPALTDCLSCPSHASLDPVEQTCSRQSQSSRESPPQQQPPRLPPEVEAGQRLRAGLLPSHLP
EBV gp42 inh – inhibitors of Epstein-Barr virus glycoprotein 42; Fluorescence polarization binding assay, mP read-out; inhibition, % (tested at 21.74 µM); hit rate 0.42% among 220,000; AID 1085; in the data active = inhibition above about 50%
Target sequence (Q1HVG2 whole entry, looked up): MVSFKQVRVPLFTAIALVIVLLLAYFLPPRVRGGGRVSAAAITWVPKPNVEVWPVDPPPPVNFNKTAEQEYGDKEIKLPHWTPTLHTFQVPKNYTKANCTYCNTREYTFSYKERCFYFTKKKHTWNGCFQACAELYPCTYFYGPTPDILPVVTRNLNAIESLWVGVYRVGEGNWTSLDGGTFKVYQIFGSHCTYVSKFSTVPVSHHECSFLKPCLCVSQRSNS
The depositor's hits bear a star; i = inactive; x = no result given; [ ] = dose if it differs, or a comment.

Structure | Furin inhibitor | TRPN1 ag | EBV gp42 inh | PPC-1+TRAIL kill | Calpain2 inh | Cl transport mod | thrombin 1536 | TRPML3 ag | Tb hexokinase
CCN(CC)C(=O)c1ccc2c(=O)n(CCOC)c(=S)[nH]c2c1 | -14[20 µM] | 1.6 | -22 | 20 | -9 | 0.48 | 6 | 0.5 | -6
NS(=O)(=O)c1ccc(NC(=O)COC(=O)COc2ccc(Br)cc2)cc1 | -1 | 0.2 | -17 | 16 | -3 | 0.45 | -12 | 0.8 | -4
Cc1cc(-c2nc(-c3ccc(C(C)(C)C)cc3)no2)no1 | -12 | 2.8 | -6 | 22 | -15 | -0.52 | -4 | 0.9 | 2
COc1ccc(NC(C)=O)cc1NC(C)C(=O)Nc1ccccc1F (stereo not drawn) | -26 | -1.0 | -27 | 25 | -2 | 0.38 | 2 | -0.4 | -13
CCCn1nc(NC(=O)c2ccco2)c2cc3ccccc3nc21 | -10 | -0.3 | 19 | 2 | -118 | -0.96 | -1 | -0.2 | 2
CC/C(=N\NC(=O)CSc1ncccn1)c1ccc2c(c1)OCCO2 | -14 | 0.2 | -9 | 17 | -2 | 0.1 | -3 | 0.6 | 5
CCN=c1scc(-c2ccco2)n1/N=C/c1ccc(O)cc1 | 3[20 µM] | -0.5 | 12 | 5 | 2 | x | 13 | 0.3 | -16
Cc1ccn2cc(C(=O)NC3CCN(Cc4ccccc4)CC3)nc2c1 | -12 | 0.4 | -5 | 8 | -21 | -1.9 | -3 | 2.1 | -2
CC(CCc1ccccc1)NC(=O)C1CCN(c2nnc(-n3cccc3)s2)CC1 (stereo not drawn) | -26 | 0.2 | -5 | 21 | -52 | -0.29 | 2 | 0.2 | 2
CC1CCc2c(C(=O)NCCCN3CCOCC3)csc2C1 (stereo not drawn) | -31 | 0.1 | -8 | 13 | -28 | 0.52 | 0 | -0.2 | 3
Cc1n[nH]c(C)c1CCCCOc1ccccc1 | -30 | -0.6 | -18 | 1 | -7 | 0.6 | -16 | 1.3 | -2
C1CCC(Nc2nnnn2C2CCCCC2)CC1 | -29 | -0.9 | -6 | 16 | -32 | 0.68 | -1 | 0.4 | -4
CCOc1ccc(NC(=S)N2CCN(CCN3C(=O)c4cccc5cccc(c45)C3=O)CC2)cc1 | -22 | -1.2 | -11 | 15 | -8 | -0.13 | -24 | 0.4 | -8
O=C(c1ccccc1-c1nc(-c2ccc(Cl)cc2)no1)N1CCCC1 | -20[20 µM] | 0.8 | -13 | 19 | 25 | -0.37 | -5 | -0.6 | -8
CC(C)(C)Cc1nnc(NS(=O)(=O)Cc2ccccc2)s1 | -20 | -0.1 | -13 | 15 | 4 | 0.43 | 0 | -0.3 | -8

(further entries)
Structure | Furin inhibitor | TRPN1 ag | EBV gp42 inh | PPC-1+TRAIL kill | Calpain2 inh | Cl transport mod | thrombin 1536 | TRPML3 ag | Tb hexokinase
COC1CCN(C(=O)CC2C(=O)NCCN2CC2CCCCC2)CC1 (stereo not drawn) | -32 | 0.5 | -3 | 1 | -69 | x | -2 | 0.7 | 0
O=C(O)c1cc(/C=C/c2ccc(N3CCOCC3)cc2)nc2ccccc12 | 8 | 0.0 | -33 | 90*[5 µM] | -62 | 0.61 | -10 | 1.3 | -34
O=S(=O)(NCC(c1ccco1)N1CCOCC1)c1ccc(Cl)cc1 (stereo not drawn) | -22 | -1.9 | -10 | 25 | -15 | 0.024 | -4 | 0.1 | -3
O=C(O)C1CSC(c2ccccc2Cl)N1C(=O)c1ccc(Cl)cc1 (stereo not drawn) | -23 | 0.3 | -13 | 29 | -17 | -0.69 | -2 | 1.2 | -2
N#Cc1c(-c2ccccc2)nc(SCC(=O)Nc2ccccc2)[nH]c1=O | -15 | -0.7 | 8 | 11 | -8 | -4.8* | -9 | 0.6 | -8
Cc1ccc(Nc2ccc(-n3ccnc3)nn2)cc1C | -14[20 µM] | -0.5 | 0 | 23 | 8 | 1.1 | 3 | -0.3 | 0
Cn1c(NCc2ccccc2)cc(=O)n(C)c1=O | -18[20 µM] | -0.4 | -20 | 12 | -23 | 0.024 | 2 | 1.0 | 3
CCN(CC(=O)NCc1cccs1)S(=O)(=O)c1ccc([N+](=O)[O-])cc1 | -26 | 2.0 | -13 | 10 | -12 | -0.062 | -3 | 0.7 | 0
Cc1cc(C)n2[nH]c(=O)c(N=Nc3cccc(C(F)(F)F)c3)c2n1 | 8[20 µM] | 0.3 | -3 | 9 | -15 | -0.74 | -5 | 0.7 | -18
Cc1ccc(S(=O)(=O)N(C)CC(=O)Nc2cccc(C)n2)cc1 | -3[20 µM] | -0.1 | 3 | 5 | -36 | -0.31 | -5 | -0.2 | 9
CCn1c(SCC(=O)Nc2ccccc2OC)nc2ccccc2c1=O | -15[20 µM] | -1.2 | -5 | 17 | 16 | -1.6 | 6 | 0.5 | 8
O=c1c2cc(N3CCOCC3)ccc2[nH]c(=S)n1CCCN1CCCCCC1 | -17 | 2.2 | -13 | 9 | -417 | 0.43 | -1 | 1.1 | -15
NNC(=O)COc1ccc(F)cc1 | -15 | 1.2 | 6 | -3 | 19 | 0.7 | -15 | 0.6 | -3
O=C(OCC(=O)N1CCOCC1)C(c1ccccc1)c1ccccc1 | -24 | 0.4 | -7 | -3 | 16 | x | -9 | 0.4 | -3
CC1CCN(C(=S)NC2CC3CCC2C3)CC1 (stereo not drawn) | -19 | -1.5 | -6 | -15 | -5 | 0.4 | -12 | 0.9 | -1

(more compounds)
Structure | Furin inhibitor | TRPN1 ag | EBV gp42 inh | PPC-1+TRAIL kill | Calpain2 inh | Cl transport mod | thrombin 1536 | TRPML3 ag | Tb hexokinase
Cc1cc2c(cc1C)NC(=O)CC(C(F)(F)C(F)(F)C(F)(F)F)=N2 | -21[20 µM] | 1.3 | -20 | -20 | -19 | 0.047 | 6 | 1.9 | 0
Nc1nc(NCc2ccco2)nc(N2CCOCC2)c1[N+](=O)[O-] | -11 | 0.6 | -12 | -9 | 9 | -0.24 | -5 | 0.6 | -34
O=c1cc(CSc2ccccn2)[nH]c(=O)[nH]1 | -28 | 0.8 | -16 | 8 | -10 | x | -2 | 1.1 | 1
Cc1cc(C2=CC(C)(c3cc(C)oc3C)Nc3nc(C(F)(F)F)nn32)c(C)o1 (stereo not drawn) | -19 | -0.6 | -21 | -7 | -44 | 0.28 | 4 | 0.0 | -9
Cc1nc(-c2ccc(S(=O)(=O)N3CCN(Cc4ccccc4)CC3)s2)cs1 | -1 | 1.0 | -7 | -17 | 5 | -0.23 | 2 | 0.4 | -4
CCOc1ccc(NC(=O)CCN2CCN(S(=O)(=O)c3ccc(OC)cc3)CC2)cc1 | -28[20 µM] | -0.3 | -1 | -5 | 8 | x | -1 | 0.7 | -7
Cc1cc(C(=O)O)c(CCCN)s1 | -27 | 0.6 | 5 | -2 | -28 | -8.1e-06 | -6 | 0.8 | -1
O=C(CCSCCc1ccccn1)Nc1ccc(Br)cc1F | -10 | -0.3 | -13 | 6 | 12 | -1.4 | -4 | 0.2 | 28
CN(Cc1cccs1)C(=O)CCc1ccc(S(=O)(=O)N2CCOCC2)cc1 | -19[20 µM] | 0.3 | 0 | 18 | 3 | -2.5 | -2 | -0.6 | 3
COCCn1c(-c2ccccc2)nc2ccccc21 | -17 | -0.3 | -2 | 14 | 22 | 0.083 | 27 | -0.2 | 8
COC(=O)c1ccc(NC(=O)C23CC4CC(C2)CC(n2cncn2)(C4)C3)cc1 | 1[20 µM] | -0.4 | -16 | 14 | -13 | -0.93 | -1 | 0.7 | -3
CN(C)/C=N/C(=S)Nc1cc(Cl)cc(Cl)c1 | -22 | 1.8 | -15 | -8 | 26 | 0.78 | -3 | 0.9 | -6
Cc1ccc(S(=O)(=O)N/N=C\c2ccc3c(c2)OCO3)cc1 | -16[20 µM] | -1.2 | -7 | 7 | -12 | -0.89 | -1 | -1.4 | -13
O=C(c1ccc2c(c1)OCO2)N1CCC(Cc2ccccc2)CC1 | 0 | -1.1 | -9 | -5 | 19 | -3.2 | -5 | -0.9 | -6
CCCCn1c(=NC(=O)c2cccnc2)c(C#N)cc2c(=O)n3cccc(C)c3nc21 | -10[20 µM] | -0.7 | 35 | -18 | -303 | -0.28 | -16 | -0.4 | -12

Entries from the list above that contain an aryl methoxy group:
Structure | Furin inhibitor | TRPN1 ag | EBV gp42 inh | PPC-1+TRAIL kill | Calpain2 inh | Cl transport mod | thrombin 1536 | TRPML3 ag | Tb hexokinase
COc1ccc(NC(C)=O)cc1NC(C)C(=O)Nc1ccccc1F (stereo not drawn) | -26 | -1.0 | -27 | 25 | -2 | 0.38 | 2 | -0.4 | -13
CCn1c(SCC(=O)Nc2ccccc2OC)nc2ccccc2c1=O | -15[20 µM] | -1.2 | -5 | 17 | 16 | -1.6 | 6 | 0.5 | 8
CCOc1ccc(NC(=O)CCN2CCN(S(=O)(=O)c3ccc(OC)cc3)CC2)cc1 | -28[20 µM] | -0.3 | -1 | -5 | 8 | x | -1 | 0.7 | -7

(further entries)
Structure | Furin inhibitor | TRPN1 ag | EBV gp42 inh | PPC-1+TRAIL kill | Calpain2 inh | Cl transport mod | thrombin 1536 | TRPML3 ag | Tb hexokinase
Cc1ccc(C2=NN(CC(=O)NCc3cccnc3)C(=O)CC2)cc1 | -4 | -0.4 | 6 | -5 | 20 | -0.16 | -8 | 0.3 | -3
O=C(CCn1c(=S)oc2ccccc21)N1CCCCC1 | -8 | -0.3 | 2 | 30 | -19 | -0.37 | -5 | 0.4 | 3
COCCCNC(=O)c1cc2c(=O)n3cccc(C)c3nc2n(C(C)C)c1=N | -197 | 0.1 | -8 | 13 | i | 0.38 | -18 | 0.3 | -7
CC1CCCC(NC(=O)C2CCC(CNc3c(N4CCCCC4)c(=O)c3=O)CC2)C1C (stereo not drawn) | -18 | 0.7 | -17 | 3 | 29 | -0.099 | 5 | 0.8 | -7
COc1ccnc(Oc2ccc(Cl)cc2)c1C#N | -8 | -2.4 | 3 | 12 | 11 | 2 | -11 | -0.8 | -3
O=C(c1cccnc1)N1CCN(c2ccccc2Cl)CC1 | 16 | 0.3 | -15 | -4 | -5 | 0.42 | -2 | 0.6 | -7
Cc1cccc(N(C(=O)CNC(=O)c2cccs2)C(C(=O)NC2CCCC2)c2cccnc2)c1 (stereo not drawn) | -22[20 µM] | -0.9 | -10 | 0 | -22 | 0.093 | -7 | -0.9 | -5
Cc1noc(C)c1CS(=O)(=O)Cc1ccc(Cl)cc1 | -20 | 0.1 | -20 | 23 | -3 | -0.29 | -6 | 0.6 | 7
COC(=O)c1ccccc1Nc1ccccc1 | -26 | 2.0 | -20 | -3 | 3 | 0.51 | 2 | 0.6 | 7
COC(=O)Nc1ccc(S(=O)(=O)Nc2cnc3ccccc3n2)cc1 | -15 | 0.0 | -5 | -2 | -40 | 0.33 | 3 | 1.4 | -13
CS(=O)(=O)Nc1nnc(SCC(=O)Nc2cccc([N+](=O)[O-])c2)s1 | -11 | 0.7 | -21 | 13 | 2 | 1.3 | -5 | 1.1 | -8
Clc1ccc2nc3ccccn3c2c1 | -43 | -1.3 | -3 | 14 | -493 | x | -6 | 0.2 | -16
CCc1ccc(OCc2nnc(SCC(=O)N3CCOCC3)o2)cc1 | -7 | -0.9 | -13 | 4 | 24 | -0.14 | -7 | 0.2 | 3
COc1ccc(OCC(=O)Nc2ccc(S(=O)(=O)Nc3nc(C)cc(C)n3)cc2)cc1 | -1 | -0.9 | 10 | 2 | 15 | -0.0098 | 20 | 0.3 | 8
